Source: PubChem
PPC-1+TRAIL kill: compounds killing PPC-1 cancer cells with TRAIL present (potentiator screen, no TRAIL-free arm) | PPC-1 cells + TRAIL, ATPLite viability luminescence | cell killing (% activity), % at 4 µM | 0.41% of 220,000 active | AID 1443;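 active means cell killing above 50% in the first pass at 4 µM, then a duplicate retest at 5 µM averaging 50% or more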;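 further: plate controls were cells with TRAIL plus DMSO for no effect and medium-only wells lacking cells for full effect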
TRPN1 ag: agonists of zebrafish TRPN1 channel; 0.18% of 220,000 active; HEK293 zebrafish TRPN1-YFP, Fluo-8 calcium fluorescence; 100% = response to 87 µM carbachol; activation, % at 3 µM; AID 1424;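 active means activation above its plate's cutoff, the mean activation of test wells on that plate plus 3 SD, cut at about 19% in these data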;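 further: 0% = DMSO alone and 100% = 87 µM carbachol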
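Assay system: Zebrafish TRPN1-YFP in HEK293 cells | Incubation: Dye loading 1 h at 37 °C, then 30 min room temperature | Measured by: Kinetic Fluo-8 fluorescence, ex 470-495, em 515-575 nm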
Runt-SMMHC FRET: Runt domain-CBFb-SMMHC interaction inhibition. Cerulean-Runt/Venus-CBFb-SMMHC FRET ratio 530/480, 1 h. inhibition, % at 20 µM. 0.74% of 220,000 active. AID 1434;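 active means mean inhibition across duplicate retests at 20 µM reaching about 50%, limit read from the data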;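 further: 0% = DMSO wells and 100% = wells with excess untagged CBFb-SMMHC; inhibitors lower the FRET ratio by blocking Runt binding to CBFb-SMMHC; some results filed as inactive read as strong as hits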
TNF necrop inh: blocks TNF-alpha induced death of Jurkat FADD-/- cells. 0.068% of 220,000 active. activation (protection from cell death), % at 10 µM. Jurkat FADD-/- TNF necroptosis rescue, ATP luminescence, 24 h; 0 = TNF only, 100 = no-TNF cells;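 active means activation, meaning protection from cell death, of at least 50% relative to plate controls; inactive means activation below 50%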;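 further: necroptosis triggered by 40 ng/mL TNF-alpha added together with compound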
p47phox inh: inhibitors of human p47phox binding; 0.53% of 220,000 active; p47phox/p22phox peptide binding, fluorescence polarization, 2 h; inhibition, % at 24.7 µM; AID 1274; P14598;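 active means inhibition above about 30%, limit read from the data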;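 further: 0% = p47phox with labelled peptide and 100% = labelled peptide alone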
Target sequence (P14598 whole entry, looked up): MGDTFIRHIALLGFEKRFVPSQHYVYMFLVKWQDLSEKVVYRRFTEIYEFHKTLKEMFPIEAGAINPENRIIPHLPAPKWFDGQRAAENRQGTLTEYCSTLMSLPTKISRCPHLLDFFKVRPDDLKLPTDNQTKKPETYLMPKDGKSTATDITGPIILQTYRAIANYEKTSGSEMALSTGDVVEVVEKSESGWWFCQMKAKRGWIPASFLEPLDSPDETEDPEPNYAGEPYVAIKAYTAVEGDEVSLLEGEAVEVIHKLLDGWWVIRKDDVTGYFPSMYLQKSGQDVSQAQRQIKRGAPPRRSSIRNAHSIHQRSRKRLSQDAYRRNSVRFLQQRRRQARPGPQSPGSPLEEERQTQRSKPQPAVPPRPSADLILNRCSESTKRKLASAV
CHOP inhibitor: blocks CHOP induction under ER stress | CHO-K1 CHOP-promoter luciferase, tunicamycin-induced, 15-18 h | 3.8% of 220,000 active | inhibition, % at 10 µM | AID 2732;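 active means compounds that reduced the stress-induced luciferase reporter signal by more than about 70% of percent inhibition, limit read from the data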;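 further: 0% = tunicamycin plus vehicle and 100% = wells without tunicamycin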
TRPML3 agonist: human mucolipin-3 channel agonism; 0.29% of 220,000 active; activation, % at 3 µM; HEK293 TRPML3-YFP, Fluo-8 calcium fluorescence; 100% = the carbachol control signal; Q8TDD5;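 active means activation above its plate's cutoff, the mean activation of the plate's test wells plus 3 SD, cut at about 12% in these data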;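 further: 0% = DMSO only wells and 100% = carbachol wells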
Target sequence (Q8TDD5 whole entry, looked up): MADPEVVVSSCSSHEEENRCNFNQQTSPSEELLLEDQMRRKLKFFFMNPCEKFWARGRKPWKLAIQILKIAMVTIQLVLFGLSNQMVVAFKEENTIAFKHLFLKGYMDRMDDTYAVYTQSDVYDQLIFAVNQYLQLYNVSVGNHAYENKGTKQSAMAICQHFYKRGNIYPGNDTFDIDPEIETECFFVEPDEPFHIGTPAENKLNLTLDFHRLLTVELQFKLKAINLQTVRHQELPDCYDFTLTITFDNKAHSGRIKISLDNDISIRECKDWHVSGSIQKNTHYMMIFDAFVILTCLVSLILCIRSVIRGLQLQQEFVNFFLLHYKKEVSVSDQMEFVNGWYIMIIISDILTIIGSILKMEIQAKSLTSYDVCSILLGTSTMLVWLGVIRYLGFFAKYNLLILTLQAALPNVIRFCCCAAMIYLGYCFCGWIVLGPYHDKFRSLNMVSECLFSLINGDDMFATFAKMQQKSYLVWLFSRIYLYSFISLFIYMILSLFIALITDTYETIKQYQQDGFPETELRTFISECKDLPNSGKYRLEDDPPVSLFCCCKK
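Material: HEK293 cells stably carrying human TRPML3-YFP; compound dosing: single dose, 3 µM final nominal compound, 0.3% DMSO final; incubation: 1-h 37 °C dye load, 5-s basal, 120-s post-compound reads; technique: Fluo-8 intracellular calcium fluorescence, excitation 470-495 nm, emission 515-575 nm; read-out basis: percent activation from peak-to-basal fluorescence ratio, scaled between DMSO and carbachol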
MDM2 E3 inh: Mdm2 E3 ligase (human) inhibition. signal enhancement, % at 5 µM. cell-based MDM2 ubiquitination luciferase reporter, 2 h; 0 = plate control, 100 = twice control, blank-subtracted. 0.11% of 210,000 active. Q00987;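 active means signal enhancement of 30% or more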;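 further: luminescence tracks abundance of the self-degrading MDM2-luciferase fusion protein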
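System: stable MDM2–luciferase fusion reporter cells / Input: 2000 cells seeded into each well / Schedule: 4 h settle plus 2 h compound, 37 °C / Compound: single-point 5 µM / Buffer or medium: cells held in DMEM / Benchmarks: control and blank well means / Evaluation: percent signal gain over controls, blank-subtracted / Measured by: luciferase luminescence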
EBV gp42 inh: blocks Epstein-Barr virus glycoprotein 42 binding; 0.42% of 220,000 active; Fluorescence polarization binding assay, mP read-out; AID 1085; inhibition, % (tested at 21.74 µM); Q1HVG2; in the data active means inhibition above about 50%
An asterisk follows results filed as active; . = not tested or not shown.

SMILES	PPC-1+TRAIL kill	TRPN1 ag	Runt-SMMHC FRET	TNF necrop inh	p47phox inh	CHOP inhibitor	TRPML3 agonist	MDM2 E3 inh	EBV gp42 inh
CNCC[C@H](Oc1cccc2ccccc12)c1cccs1	9	-1.2	-7	.	-15	3	0.4	.	-7
COc1cc(CN2CCN(c3cccc(C)c3C)CC2)cc(OC)c1O	6	1.0	5	3.4	1	16	0.1	-26	111*
C=CCc1cc(C(=O)N2CCCCC2)ccc1O	-9	0.4	0	1.4	-14	31	0.0	-14	-16
CN(C(=O)c1cccs1)c1ccccc1C(=O)O	22	-0.3	-6	0.3	-10	-9	0.4	-27	-15
C/C(=N\OC(=O)c1ccc(C)cc1)c1c(C)nc2cc(C)ccn12	9	0.1	-3	1.1	-45	23	0.8	-6	-6
Cc1c(NC(=O)OC(C)C)sc(=S)n1C	10	-0.9	0	1.1	-5	7	0.8	.	6
Cc1cc(N2CCN(C3CCCC3)CC2)n2c(nc3ccccc32)c1C#N	11	0.0	53*	1.1	0	-4	0.4	-1	-12
COc1ccc(CC(NC(C)=O)C(=O)NC2CCN(S(=O)(=O)c3ccccc3)CC2)cc1OC (centres undefined)	8	-1.6	-1	-1.8	5	0	0.2	-3	-7
CCOC(=O)C(C)Oc1ccc2c(CC)cc(=O)oc2c1C (centres undefined)	-9	-1.5	5	0.5	-12	5	-0.8	-9	-11
Cc1cc(C)n2cc(CSc3nc4ccccc4s3)nc2n1	-11	-0.7	-1	-0.1	-12	42	0.0	-10	2
CCOc1ccc(C2c3c(oc4ccccc4c3=O)C(=O)N2CCCN2CCOCC2)cc1 (centres undefined)	13	-0.7	-1	-0.3	-7	22	0.7	-18	2
CCOc1ccccc1NC(=O)C(=O)NCCC1=CCCCC1	-10	-0.5	1	1.4	1	36	-0.1	-11	-5
O=S(=O)(c1ccc2c(c1)OCO2)N1CCN(c2nnnn2-c2ccccc2)CC1	26	-1.3	-8	-0.3	-10	4	0.8	-5	2
O=C(C1COc2ccccc2O1)N1CCN(c2ccc(F)cc2)CC1 (centres undefined)	-7	0.5	3	-1.0	-11	17	0.3	-11	-11
Cc1cc(C)n2c(SCC(=O)NC3CCCC(C)C3C)nnc2n1 (centres undefined)	-34	0.9	-3	-1.4	9	-13	-0.1	-11	-3
O=C(O/N=C\c1ccc(N2CCOCC2)c([N+](=O)[O-])c1)c1ccc(F)cc1	18	-0.5	-12	-1.2	-8	18	-0.5	-21	0
Cc1c(Cl)cccc1NC(=O)CSc1nnc(C)n1-c1ccccc1	10	1.7	-4	-3.2	-8	22	-0.6	-18	-16
COc1ccc(N2C(=O)C3CCCN3C2c2ccccc2Cl)cc1 (centres undefined)	21	1.6	2	-2.7	2	13	0.7	-15	-24
Nc1nc(-c2ccc(-n3nncc3-c3ccco3)cc2)cs1	-6	0.3	-1	-2.2	-10	44	0.1	-1	-8
[O-]/C(=C(\C(=S)Nc1cccc2ccccc12)[n+]1ccccc1)c1cccs1	30	-0.2	8	-1.2	-18	13	0.7	-5	1
CCOC(=O)c1c(NC(=O)Nc2ccc(Cl)cc2)sc(C)c1C	-8	1.1	0	1.3	-12	29	-0.3	-16	-9
COc1cc2c(cc1OC)C(c1ccsc1)CC(=O)N2 (centres undefined)	-35	0.1	2	-1.3	-7	-4	-0.4	-13	-7
COc1ccc2o/c(=N\O)c(C(=O)Nc3ccccc3OC)cc2c1	11	0.6	.	-4.2	-12	-9	0.5	-7	-23
O=C(c1ccccc1)N1CCSC1=S	18	0.9	-2	-0.8	-7	5	0.8	-19	-10
CCOC(=O)N1CCc2c(sc3nc(SC(C)C)n(N)c(=O)c23)C1	0	-0.6	-1	-1.7	-1	44	-0.1	-8	10

Five structures already listed, sorted by SMILES length, rising:
SMILES	PPC-1+TRAIL kill	TRPN1 ag	Runt-SMMHC FRET	TNF necrop inh	p47phox inh	CHOP inhibitor	TRPML3 agonist	MDM2 E3 inh	EBV gp42 inh
COc1cc2c(cc1OC)C(c1ccsc1)CC(=O)N2 (centres undefined)	-35	0.1	2	-1.3	-7	-4	-0.4	-13	-7
COc1ccc(N2C(=O)C3CCCN3C2c2ccccc2Cl)cc1 (centres undefined)	21	1.6	2	-2.7	2	13	0.7	-15	-24
O=C(C1COc2ccccc2O1)N1CCN(c2ccc(F)cc2)CC1 (centres undefined)	-7	0.5	3	-1.0	-11	17	0.3	-11	-11
CCOc1ccc(C2c3c(oc4ccccc4c3=O)C(=O)N2CCCN2CCOCC2)cc1 (centres undefined)	13	-0.7	-1	-0.3	-7	22	0.7	-18	2
O=C(O/N=C\c1ccc(N2CCOCC2)c([N+](=O)[O-])c1)c1ccc(F)cc1	18	-0.5	-12	-1.2	-8	18	-0.5	-21	0

Single records, from the list above.
`CCOc1ccc(C2c3c(oc4ccccc4c3=O)C(=O)N2CCCN2CCOCC2)cc1` (centres undefined) across the screens: PPC-1+TRAIL kill: 13; TRPN1 ag: -0.7; Runt-SMMHC FRET: -1; TNF necrop inh: -0.3; p47phox inh: -7; CHOP inhibitor: 22; TRPML3 agonist: 0.7; MDM2 E3 inh: -18; EBV gp42 inh: 2
`C=CCc1cc(C(=O)N2CCCCC2)ccc1O` across the screens: PPC-1+TRAIL kill: -9; TRPN1 ag: 0.4; Runt-SMMHC FRET: 0; TNF necrop inh: 1.4; p47phox inh: -14; CHOP inhibitor: 31; TRPML3 agonist: 0.0; MDM2 E3 inh: -14; EBV gp42 inh: -16
`CNCC[C@H](Oc1cccc2ccccc12)c1cccs1` across the screens: PPC-1+TRAIL kill: 9; TRPN1 ag: -1.2; Runt-SMMHC FRET: -7; TNF necrop inh: .; p47phox inh: -15; CHOP inhibitor: 3; TRPML3 agonist: 0.4; MDM2 E3 inh: .; EBV gp42 inh: -7

Next part.
SMILES	PPC-1+TRAIL kill	TRPN1 ag	Runt-SMMHC FRET	TNF necrop inh	p47phox inh	CHOP inhibitor	TRPML3 agonist	MDM2 E3 inh	EBV gp42 inh
CN1/C(=C\C(=O)c2cccs2)C(C)(C)c2ccccc21	5	-2.4	86*	0.9	-14	27	-0.1	8	-1
COc1ccc(N(CC(=O)NC2CCCC2)C(=O)Cn2nnc(-c3ccc(C)cc3)n2)cc1	13	-1.1	-2	-0.1	-4	33	-1.1	4	-2
CCOc1ccc(-c2[nH]ncc2Oc2cccc(OC)c2)c(O)c1	22	-1.0	2	-1.1	0	107*	-1.3	-1	2
CCOc1ccc2nc(N3CCC(C(=O)N4CCN(C(=O)c5ccco5)CC4)CC3)sc2c1	0	5.4	2	-0.8	-14	1	1.4	-11	-5
Cc1ccc(Nc2nc(N)c([N+](=O)[O-])c(NCc3ccco3)n2)cc1C	11	-2.2	-1	-1.6	-33	79*	-0.4	-1	-9
CC1=NN(C(=O)c2c(Br)c(C)nn2C)C(O)(C(F)(F)F)C1 (centres undefined)	4	2.4	2	1.3	0	13	0.7	-12	-8
CCCNC(=O)c1ccccc1NC(=O)C1COc2ccccc2O1 (centres undefined)	22	-0.8	2	2.0	-16	25	-1.3	-16	-15
O=C(Nc1nc2c(F)cc(F)cc2s1)c1ccccn1	35	1.0	-6	-7.3	-27	79*	1.8	-68	-9
O=C(NCCCn1ccnc1)c1ccc(Br)o1	6	-0.2	-6	-0.3	1	18	0.8	-7	-5
Cc1cc2c(c(=O)n1CCN(C)C)C(c1ccncc1)C(C#N)=C(N)O2 (centres undefined)	12	0.9	-2	-1.6	-10	-7	-0.2	-8	-24
CO/N=C/c1ccc(N2CCCC2)c([N+](=O)[O-])c1	7	-0.9	-3	-1.0	-5	-14	0.2	-1	-20
CCN1CC(c2ccccc2)C(c2ccc(Cl)cc2)=N1 (centres undefined)	29	-1.4	-3	1.3	-5	79*	0.4	-4	-7
COC(=O)Cn1cc(C#N)c2ccccc21	15	0.1	-3	-2.0	-2	-11	0.6	-3	-10
O=C1CN(C(=O)c2cc3ccccc3oc2=O)C(c2ccc(F)cc2)c2cc(Br)ccc2N1 (centres undefined)	2	0.9	-3	6.4	-17	-38	-0.8	.	-5
CC(=O)Nc1ccc(S(=O)(=O)NCc2ccc(C(=O)NCc3ccc4c(c3)OCO4)cc2)cc1	.	0.8	6	0.9	-10	-1	0.5	-41	-14
Cc1nn(C)cc1/C=N/NC(=O)C(C)(C)Oc1ccc(Cl)cc1	41	0.2	0	-1.2	-11	9	0.7	-19	-15
O=C(CSc1nnc2ccccn12)NC(=O)NC1CCCC1	-13	0.7	0	0.7	-4	25	-0.1	-8	-15
Cc1nnc(SCC(=O)NCc2ccccc2Cl)n(N)c1=O	19	-0.1	4	1.7	-8	2	0.7	-2	-1
O=C(O)c1ccc(-c2ccc(O)c(F)c2)cc1	8	0.5	3	-0.3	-5	10	-0.2	-3	2
CCOC(=O)C1C(=O)NCC1c1ccccc1 (centres undefined)	-4	0.2	-3	3.7	-20	-18	0.7	-4	8
O=C(CN1N=C(c2ccc(Cl)cc2)CCC1=O)NCc1cccs1	16	0.0	-3	2.0	-6	13	0.4	11	-1
Cc1cc(O)c(-c2ccno2)cc1Cl	12	-0.1	-3	-0.7	-5	-6	1.0	-6	-14
CCCC(=O)N1CC(=O)Nc2ccc(F)cc2C1c1ccccc1 (centres undefined)	8	-1.1	-2	-2.2	-7	18	-0.7	-21	-10
Cc1[nH]c2ccc(F)cc2c1CCNC(=O)C1CCCCC1C(=O)OCC(F)(F)F (centres undefined)	22	4.1	4	2.1	-10	19	0.8	.	3
C/C(CC(C)(C)c1ccccc1)=N\NS(=O)(=O)c1ccccc1	4	-0.1	2	-0.1	1	5	0.2	-4	-5
O=C(COC(=O)c1ccc2c(c1Cl)C(=O)c1ccccc1C2=O)NC1CCCCC1	29	1.4	-3	1.3	-18	65	0.3	-3	-6
O=C(/C=C/c1cccc(Cl)c1)OCc1cn2cc(Cl)ccc2n1	20	-1.2	-6	-1.0	-4	53	0.4	-4	-5
O=C(CN1CCNC(=O)C1)NCCc1ccc(Cl)cc1Cl	16	0.2	0	0.1	.	18	1.6	7	-6
COCc1cc(=O)n2[nH]c(C)cc2n1	-6	1.0	0	1.9	-12	0	1.3	-1	-2
O=C(NCc1ccco1)C1CC(=O)N(CCc2ccccc2)C1 (centres undefined)	4	-0.9	3	1.5	-7	-13	-0.1	-18	-11
Cc1cccc(N(C(=O)Cc2cccs2)C(C(=O)NC2CCCC2)c2ccsc2)c1 (centres undefined)	12	0.2	3	-3.3	-12	9	0.2	-8	-7
COc1ccccc1NC(=O)/C(C#N)=C/C=C/c1ccco1	14	0.1	-17	-13	-248	10	0.8	-9	-14
CCOC(=O)CN(c1ccccn1)S(=O)(=O)c1ccccc1	-4	-0.2	-2	-0.6	2	-22	-0.1	-7	-20
